# Assay outcomes: PubChem BioAssay, National Center for Advancing Translational Sciences (NCATS)
# Tau ThT inhib = tau fibrillization inhibition (ThT binding); P10636; recombinant tau K18 P301L (four-repeat tau fragment), heparin-induced fibrillization, ThT fluorescence; Potency, µM (series often up to 57.4 µM), inactives show at the top dose activity, negative = inhibition, hits mostly inhibitors; hit rate 2.1% among 270,000; AID 1460; note: nearly all actives have a fitted effect of over 55% in size
# Target sequence (P10636 561-689 P618L limits assumed): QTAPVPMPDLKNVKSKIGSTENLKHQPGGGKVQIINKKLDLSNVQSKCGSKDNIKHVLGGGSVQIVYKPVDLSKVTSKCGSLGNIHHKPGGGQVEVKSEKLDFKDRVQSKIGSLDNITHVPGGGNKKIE
#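 Tau K18 P301L fragment (15 uM unlabeled plus 0.24 uM Alexa 594-labeled) in 100 mM sodium acetate pH 7 with compound, fibrillization induced by 20 uM heparin for 6 hr at 37 C. Thioflavin T (30 uM) added, fluorescence read after 1 hr (ex 450, em 510 nm).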
# RECQ1 helicase = blocks DNA unwinding by human RECQ1 | RECQ1 DNA unwinding, red fluorescence kinetic read | Potency, µM (series often up to 57.3 µM), for the others: top-dose activity, negative = inhibition, hits mostly inhibitors | hit rate 0.54% among 240,000 | AID 2549;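 note: plate controls were vehicle for no effect and no enzyme for full effect; nearly all actives have a fitted effect of over 30% in size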
#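 50 nM RECQ1T1 preincubated 15 min with compound in Tris pH 8.0 buffer with MgCl2, DTT, Tween-20 and 2.5 ug/ml poly(dI-dC); started with 200 nM TAMRA/BHQ-2 forked duplex and 2 mM ATP. Unwinding read as fluorescence (525/598 nm), two reads 2 h apart.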
# JMJD2E inh = inhibitors of human JMJD2E histone demethylase; B2RXH2; hit rate 1.6% among 230,000; Potency, µM (highest dose often 57.1 µM), for the others: at the highest dose activity change, negative = inhibition, actives largely listed as inhibitors; JMJD2E catalytic domain, FDH-coupled NADH fluorescence (FDH is formaldehyde dehydrogenase); AID 2147; active = well fitted inhibition curve with a large enough effect, not every such curve was filed as active; inconclusive = small, poorly fitted or top-dose-only effect, or another doubt; inactive = no such curve, though single readings can be large or run the other way;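 note: 0% = wells with enzyme and -100% = buffer wells without enzyme; nearly all actives have a fitted effect of over 50% in size; many of its hits are not listed in these tables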
# Target sequence (B2RXH2 1-337 limits assumed): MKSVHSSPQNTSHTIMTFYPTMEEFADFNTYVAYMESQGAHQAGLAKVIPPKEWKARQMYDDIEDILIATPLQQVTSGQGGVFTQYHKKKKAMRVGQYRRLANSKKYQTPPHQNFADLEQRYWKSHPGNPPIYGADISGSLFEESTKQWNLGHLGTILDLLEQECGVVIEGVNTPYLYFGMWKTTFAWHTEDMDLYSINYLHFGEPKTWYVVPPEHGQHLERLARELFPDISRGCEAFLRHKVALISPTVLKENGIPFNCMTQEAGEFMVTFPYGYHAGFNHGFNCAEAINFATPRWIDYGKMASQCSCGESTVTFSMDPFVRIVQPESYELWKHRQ
# TRb SRC2 PPI = disrupts binding of human TR beta to SRC2; Potency, µM (doses to about 106 µM), without a hit: at the top dose activity change, negative = inhibition, usual class: inhibitors; P10828; hit rate 0.065% among 280,000; TRbeta-SRC2 peptide binding, fluorescence polarization; receptor liganded with 1 µM T3; AID 1469;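 note: plate controls were bound peptide for no effect and peptide without receptor for full effect; nearly all actives have a fitted effect of over 50% in size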
# Target sequence (P10828 whole entry, looked up): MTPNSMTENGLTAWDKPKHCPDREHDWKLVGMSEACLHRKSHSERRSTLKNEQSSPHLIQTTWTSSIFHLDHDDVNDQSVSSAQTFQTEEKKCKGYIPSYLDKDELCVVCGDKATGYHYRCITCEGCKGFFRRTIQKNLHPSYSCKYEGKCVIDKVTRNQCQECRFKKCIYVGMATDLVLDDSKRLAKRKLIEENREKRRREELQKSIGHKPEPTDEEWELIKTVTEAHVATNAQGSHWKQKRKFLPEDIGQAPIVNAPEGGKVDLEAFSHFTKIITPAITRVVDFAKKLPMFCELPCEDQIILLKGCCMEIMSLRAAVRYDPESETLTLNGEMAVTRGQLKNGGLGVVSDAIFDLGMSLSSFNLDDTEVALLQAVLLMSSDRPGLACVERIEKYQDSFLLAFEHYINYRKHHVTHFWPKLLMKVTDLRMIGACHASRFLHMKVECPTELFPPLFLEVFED
#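 Fluorescence polarization of 20 nM Texas Red SRC2 peptide (20-aa NR interaction domain) bound to 0.6 uM human TRb ligand-binding domain, with 1 uM T3, after 5 hr at ambient temperature; inhibition seen as decreased polarization.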
# Tau FP inhib = inhibitors of human tau fibril formation. Potency, µM (doses to about 57.7 µM), for the others: top-dose activity, negative = inhibition, hits mostly inhibitors. hit rate 0.39% among 280,000. AID 1468. P10636. K18 P301L tau heparin fibrillization, Alexa594 FP, 6 h; note: nearly all actives have a fitted effect of over 55% in size
#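 Human tau K18 […] P301L fragment, 15 uM unlabeled plus 0.24 uM Alexa 594-labeled tau (final), with compound and 20 uM heparin in 100 mM sodium acetate pH 7; 6 hr at 37 C, then Alexa 594 FP read.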
# GoLoco inh red = blocks human Gai1 binding to RGS12 GoLoco peptide, red readout | P63096 | Gai1:RGS12 GoLoco peptide FP, rhodamine, 10 min | Potency, µM (top dose mostly 61.6 µM), for inactives: at the top dose activity, negative = inhibition, actives largely listed as inhibitors | hit rate 0.44% among 230,000; active = well fitted inhibition curve with a large enough effect, not every such curve was filed as active; inactive = no such curve, though single readings can be large or run the other way; note: nearly all actives have a fitted effect of over 30% in size; many of its hits are not listed in these tables
# L3MBTL1 inh = blocks human L3MBTL1; Q9Y468; AlphaScreen L3MBTL1–H3K9me1 peptide binding; Potency, µM (titrated, usually from 57.1 µM), without a hit: at the top dose activity, negative = inhibition, actives largely listed as inhibitors; hit rate 0.66% among 230,000; note: nearly all actives have a fitted effect of over 60% in size
#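 L3MBTL1 50 nM + b-AHA-H3(1-15)K9me1 75 nM, 30 min RT; compound added, 30 min RT; streptavidin donor/Ni-chelate acceptor beads 10 ug/mL each final, 30 min RT dark; AlphaScreen read.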
# TR SRC2 fluor cs = Texas Red fluorescence interference in TRb-SRC2 counter-screen | hit rate 0.29% among 280,000 | Potency, µM (titrated, usually from 106 µM), for inactives: at the highest dose fluorescence change, negative = quenching | TRb/SRC2 Texas Red total fluorescence interference | AID 1479; active = well fitted curve in either direction with a large enough effect; inconclusive = small, poorly fitted or top-dose-only effect
#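 Flags fluorescent or light-absorbing compounds by total fluorescence, S + 2P, at 555 nm excitation and 632 nm emission. Mixture: 20 nM Texas Red SRC2 peptide, 0.6 uM human TRb LBD, 1 uM T3, 5% DMSO; compound exposure 5 h at ambient temperature.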
# * hit, by the source's call; i = inactive; ? = inconclusive; / = no result given; & = joins results of further samples; ! = a repeat was not active; [ ] = remark or other dose. Unless noted, calls come from the whole dose curve; as a rule, active = well fitted curve in the direction sought with a large enough effect; inconclusive = small, poorly fitted or top-dose-only effect, or another doubt; inactive = no such curve, though single readings can be large; an effect the other way counts as inactive or inconclusive. Unless noted, % is set by controls: 0 for no effect and ±100 for the full control effect; potency is the fitted concentration of half-maximal effect. Some of the compounds tested, so the mix of outcomes need not match the whole.
# Sample of the layout, 8 compounds:
(1) CN(CCCCC(=O)/C=N/O)Cc1ccccc1 (tested in a mixture with another compound)
(2) CCOc1cc(C=C2C(=O)NC(=O)NC2=O)ccc1OCC(=O)N1CCOCC1
(3) Cc1nn(-c2ccccc2)c2c1C(c1ccc(F)cc1F)C(C#N)=C(N)O2 (configuration not stated)
(4) CC1COC2=C1C(=O)C(=O)c1c2ccc2c1CCCC2(C)C (configuration not stated)
(5) O=C(O)[C@@H]1C[C@H]1[C@@H](NP(=O)(c1ccccc1)c1ccccc1)c1ccccc1
(6) FC(Cl)(Cl)Cl
(7) CCCCCCC(=O)N/N=C/c1c(O)n(CCc2ccccc2)c(=O)[nH]c1=O
(8) O=C1C2CCCN2C(c2cccnc2)N1c1ccc(Cl)cc1 (configuration not stated)
assay / entry	1	2	3	4	5	6	7	8
Tau ThT inhib	-7%	?	?	13µM*	0%&-5%	/	-17%	-11%
RECQ1 helicase	-13%	-4%	-6%	13µM*!	-8%	-17%	23%	7%
JMJD2E inh	-2%	?	-15%	?	4%&-3%	/	?	-10%
TRb SRC2 PPI	-10%	-7%	-3%	-11%&-5%	-1%&1%	3%	-4%	3%
Tau FP inhib	2%	?	?	?	-13%&2%	/	1%	-4%
GoLoco inh red	-3%	0%	8%	1%&15%	3%&8%	-64%	-2%	/
L3MBTL1 inh	/	-2%	-4%	/	9%	/	-4%	8%
TR SRC2 fluor cs	1%	-5%	0%	-1%&-4%	0%&-1%	-2%	-2%	-3%

# The listing, repeating the preview:
(1) CN(CCCCC(=O)/C=N/O)Cc1ccccc1 (tested in a mixture with another compound)
(2) CCOc1cc(C=C2C(=O)NC(=O)NC2=O)ccc1OCC(=O)N1CCOCC1
(3) Cc1nn(-c2ccccc2)c2c1C(c1ccc(F)cc1F)C(C#N)=C(N)O2 (configuration not stated)
(4) CC1COC2=C1C(=O)C(=O)c1c2ccc2c1CCCC2(C)C (configuration not stated)
(5) O=C(O)[C@@H]1C[C@H]1[C@@H](NP(=O)(c1ccccc1)c1ccccc1)c1ccccc1
(6) FC(Cl)(Cl)Cl
assay / entry	1	2	3	4	5	6
Tau ThT inhib	-7%	?	?	13µM*	0%&-5%	/
RECQ1 helicase	-13%	-4%	-6%	13µM*!	-8%	-17%
JMJD2E inh	-2%	?	-15%	?	4%&-3%	/
TRb SRC2 PPI	-10%	-7%	-3%	-11%&-5%	-1%&1%	3%
Tau FP inhib	2%	?	?	?	-13%&2%	/
GoLoco inh red	-3%	0%	8%	1%&15%	3%&8%	-64%
L3MBTL1 inh	/	-2%	-4%	/	9%	/
TR SRC2 fluor cs	1%	-5%	0%	-1%&-4%	0%&-1%	-2%

(7) CCCCCCC(=O)N/N=C/c1c(O)n(CCc2ccccc2)c(=O)[nH]c1=O
(8) O=C1C2CCCN2C(c2cccnc2)N1c1ccc(Cl)cc1 (configuration not stated)
(9) NC(=O)c1ccc(NC(=O)c2cccn(Cc3ccccc3)c2=O)cc1
(10) CCC(C)n1c(O)c(C=Nc2cccc(C(F)(F)F)c2)c(=O)[nH]c1=S (configuration not stated)
(11) CC(C)(C)n1cc(C(=O)c2ccc3ccccc3c2O)cn1
(12) CC(C)[N+](=O)[O-]
assay / entry	7	8	9	10	11	12
Tau ThT inhib	-17%	-11%	2%	-16%	?	/
RECQ1 helicase	23%	7%	/	?	-2%	7%
JMJD2E inh	?	-10%	/	-4%	-17%	/
TRb SRC2 PPI	-4%	3%	-6%	7%	-1%	-1%
Tau FP inhib	1%	-4%	-3%	-4%	-3%	/
GoLoco inh red	-2%	/	/	30%[activator]	-6%	4%
L3MBTL1 inh	-4%	8%	/	-14%	/	/
TR SRC2 fluor cs	-2%	-3%	-3%	2%	5%	-3%

(13) CC1CCC(C(=O)NC(C(=O)N2CCC3(CC2)OCCO3)C(C)C)CC1 (configuration not stated)
(14) CC1=NN(c2ccccc2)C(=O)/C1=C/c1c(O)[nH]c(=O)[nH]c1=O
(15) CCCCn1c(O)c(/C=N/NC(=O)c2ccncc2)c(=O)[nH]c1=O
(16) COc1ccc(C(=O)C2CCCN(Cc3ccsc3)C2)cc1OC (configuration not stated)
(17) C=Cn1ccnc1P(=S)(c1cc(N(CC)CC)ns1)c1nccn1C=C
(18) O=C(O)C1C(C(=O)O)C2(Cl)C(Cl)=C(Cl)C1(Cl)C2(Cl)Cl (configuration not stated)
assay / entry	13	14	15	16	17	18
Tau ThT inhib	-11%	?	-3%	3%	3%	/
RECQ1 helicase	-14%	12%	-13%	2%	-11%	7%
JMJD2E inh	-5%	-5%	8.9µM*	-10%	9%	/
TRb SRC2 PPI	-5%	3%	1%	10%	-12%	0%
Tau FP inhib	2%	-10%	-12%	-3%	-7%	/
GoLoco inh red	-18%	1%	-4%	18%	-12%	-19%
L3MBTL1 inh	-2%	-14%	-2%	-26%	3%	-3%
TR SRC2 fluor cs	-1%	0%	-3%	3%	0%	1%

(19) C[C@]12CC[C@@H](O)C[C@@H]1CC[C@@H]1[C@@H]2CC[C@]2(C)[C@@H](O)CC[C@@H]12
(20) COc1ccc2[nH]c3c(c2c1)CCNC3
(21) CC(=O)OCC1=C(C(=O)O)N2C(=O)[C@@H](N)[C@@H]2SC1
(22) Cc1ccc(NC(=O)CN2C(=O)CN=C(c3ccccc3)c3cc(Cl)ccc32)cc1
(23) CCC1(CC)C(=O)N(Cc2ccccc2)C(=O)N(Cc2ccccc2)C1=O
(24) C/C(=N\NC(N)=O)c1c(O)n(C)c(=O)n(C)c1=O
assay / entry	19	20	21	22	23	24
Tau ThT inhib	-16%	-15%	/	0%	-6%	-15%
RECQ1 helicase	-6%	i	-2%[25.9 µM]	5%	-16%	i
JMJD2E inh	4%	-5%	?	7%	-6%	9%
TRb SRC2 PPI	3%	-20%	-2%[53 µM]	-1%	-19%	-2%
Tau FP inhib	4%	4%	/	4%	1%	-8%
GoLoco inh red	-6%	-7%	1%[21.6 µM]	-27%	-3%	11%
L3MBTL1 inh	5%	-2%	/	/	/	-1%
TR SRC2 fluor cs	0%	?	2%[53 µM]	-2%	-3%	-5%

(25) O=C(c1sc2ccccc2c1Cl)N1CCC2(CC1)OCCO2
(26) CCCCc1nc2ccccc2c(=O)n1-c1ccccc1O
(27) COc1c(CC=C(C)C)c2c(c3oc(=O)c(-c4ccc(O)cc4)c(O)c13)C=CC(C)(C)O2
(28) Cc1cc(/C=C2\C(=O)NC(=O)N(c3ccc(Br)cc3)C2=O)c(C)n1C
(29) CCN1C[C@]2(C)CC[C@H](O)[C@@]34[C@@H]5CC6[C@@H](OC)C[C@@](O)([C@@H]5[C@@H]6O)[C@H](C[C@@H]23)[C@H]14
(30) CC(C)OP(=O)(OC(C)C)C(O)c1cccnc1 (configuration not stated)
assay / entry	25	26	27	28	29	30
Tau ThT inhib	9%	-8%	-25%	?	/	5%
RECQ1 helicase	-5%	-2%	i	-4%	i	3%
JMJD2E inh	4%	-6%	?	4%	3%[25.5 µM]	6%
TRb SRC2 PPI	11%	0%	-7%	10%	-2%[53 µM]	-5%
Tau FP inhib	0%	-3%	4%	-14%	/	-6%
GoLoco inh red	2%	35%[activator]	-1%	179%[activator]	1%[21.6 µM]	9%
L3MBTL1 inh	23%	-5%	/	/	/	9%
TR SRC2 fluor cs	-1%	0%	-6%	1%	-5%[53 µM]	-1%

(31) Cc1nn(Cc2ccccc2)c(Cl)c1C(=O)OCC(=O)NCC1CCCO1 (configuration not stated)
(32) CN(C)c1ccc(P(=O)(Nc2ccc([N+](=O)[O-])cc2)N2CCOCC2)c(NC(=O)c2cccs2)c1 (configuration not stated)
(33) O=C(Nc1nc2ccccc2s1)c1cccn(Cc2ccccc2)c1=O
(34) COc1ccccc1OCCCn1cc(C=O)c2ccccc21
(35) COc1ccccc1N1CCN(Cc2ccc(Cl)cc2Cl)CC1
(36) CN1CCN(C(=O)COc2ccc(Oc3ccccc3)cc2)CC1
assay / entry	31	32	33	34	35	36
Tau ThT inhib	1%	?	0%	?	?	-4%
RECQ1 helicase	-10%	-2%	/	1%	-2%	-22%
JMJD2E inh	4%	-1%	/	5%	?	-10%
TRb SRC2 PPI	-6%	-17%	1%	4%	6%	3%
Tau FP inhib	2%	3%	-16%	-11%	3%	0%
GoLoco inh red	-70%	-8%	/	12%	-5%	2%
L3MBTL1 inh	-6%	-6%	/	-9%	/	?
TR SRC2 fluor cs	-1%	-1%	-1%	0%	-4%	-3%

(37) COc1ccc(N2CCN(C(=O)C3CCCN(S(=O)(=O)c4ccc5c(c4)CCCN5C(C)=O)C3)CC2)cc1 (configuration not stated)
(38) C[N+](C)(C)CC(=O)Nc1ccc(Cl)cc1C(=O)c1ccccc1
(39) BrC(Br)Br
(40) CCC(C)c1ccc(N2C(=O)NC(=O)/C(=C/c3cccn3CCOc3ccc(C)cc3)C2=O)cc1 (configuration not stated)
(41) CC(O)(CS(=O)(=O)c1cccc(C(F)(F)F)c1)C(=O)Nc1cccc(C(F)(F)F)c1 (configuration not stated)
(42) CCCCC/C=C\C/C=C\C/C=C\C/C=C\CCCC(=O)NCCO
(43) COc1cc(OC)c(OC)cc1CNC(C)C(O)c1ccccc1 (configuration not stated)
(44) CSc1nnc([C@@H](N)Cc2c[nH]c3ccccc23)o1
assay / entry	37	38	39	40	41	42	43	44
Tau ThT inhib	-8%	1%	/	?	2%	-9%&1%&-3%&-9%	6%	-6%
RECQ1 helicase	/	-6%	-6%	?	10%	-3%&-8%&-1%&-5%	-8%	i
JMJD2E inh	/	16%	/	-8%	4%	-4%&-4%	0%	4.5µM*
TRb SRC2 PPI	-5%	-2%	-6%	14%	-7%	0%&0%&5%&-1%	-19%	4%
Tau FP inhib	14%	5%	/	-10%	-5%	-1%&-2%&2%&9%	4%	-1%
GoLoco inh red	/	6%	-23%	50%[activator]	-12%	1%&-8%&79%&2%	/	3%
L3MBTL1 inh	/	/	/	5%	-3%	/	-7%	/
TR SRC2 fluor cs	?	-3%	0%	5%	-4%	1%&-4%&-2%&-1%	-3%	-3%
